# High-throughput results deposited in PubChem BioAssay by National Center for Advancing Translational Sciences (NCATS).
# POLB inh = inhibitors of human DNA polymerase beta; P06746; Pol beta primer extension/strand displacement, fluorescence kinetic; 340,000 compounds, 1.3% hits; Potency, µM (doses to about 114 µM), for inactives: top-dose activity change, negative = inhibition, most hits filed as inhibitors; also: potency is read from the fitted curve at half-maximal effect; % is scaled to controls: 0 for no effect and ±100 for the full control effect
#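 Enzyme-only controls used 10 nM Pol beta; buffer lacking enzyme served as negative control. Compound preincubated 15 min, then 50 nM substrate added; 0 and 10 min reads at room temperature.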
# APE1 inh = inhibitors of human APE1 endonuclease; P27695; recombinant APE1, TAMRA/BHQ-2 abasic DNA cleavage fluorescence; Potency, µM (top dose mostly 65.8 µM), inactives show top-dose activity change, negative = inhibition, hits mostly inhibitors; 350,000 compounds, 0.35% hits; AID 2517;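 also: potency is read from the fitted curve at half-maximal effect; plate controls were vehicle for no effect and reference inhibitor for full effect; nearly all actives have a fitted effect of over 55% in size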
# Target sequence (P27695 whole entry, looked up): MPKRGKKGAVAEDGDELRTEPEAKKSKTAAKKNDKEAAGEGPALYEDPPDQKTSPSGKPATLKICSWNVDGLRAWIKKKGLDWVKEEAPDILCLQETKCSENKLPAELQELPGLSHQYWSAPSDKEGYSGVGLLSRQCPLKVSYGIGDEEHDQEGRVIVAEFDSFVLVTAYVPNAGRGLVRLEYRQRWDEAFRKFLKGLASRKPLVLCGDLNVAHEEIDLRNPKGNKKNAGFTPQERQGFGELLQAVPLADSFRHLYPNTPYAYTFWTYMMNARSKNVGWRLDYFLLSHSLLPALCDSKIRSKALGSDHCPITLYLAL
#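 APE1 at 0.75 nM final was preincubated with compound 15 min at room temperature, then 50 nM double-stranded THF abasic-site substrate (5'-TAMRA/3'-BHQ-2) was added. Fluorescence (ex 525/em 598 nm) was read kinetically; third-minus-first read gave activity.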
# POLI inh = inhibitors of human DNA polymerase iota. Q9UNA4. Pol iota fluorescent replication assay, 10 min. Potency, µM (top dose mostly 115 µM), inactives show at the highest dose activity, negative = inhibition, actives largely listed as inhibitors. 390,000 compounds, 1% hits. AID 588590; also: potency is read from the fitted curve at half-maximal effect
#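 Fluorescent replication assay read twice, at 0 min and 10 min after adding 50 nM (final) substrate. Enzyme (10 nM) and compounds were first incubated 15 min at room temperature; enzyme-free buffer wells were negative controls.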
# BLM inh = blocks DNA unwinding by human BLM helicase | Potency, µM (top dose mostly 56.1 µM), for the others: top-dose activity change, negative = inhibition, most hits filed as inhibitors | P54132 | recombinant BLM DNA unwinding, fluorescence dequenching | 350,000 compounds, 0.2% hits;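 also: potency is read from the fitted curve at half-maximal effect; plate controls were vehicle for no effect and no enzyme for full effect; nearly all actives have a fitted effect of over 35% in size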
# POLH inh = DNA polymerase eta (human) inhibition; Q9Y253; recombinant Pol eta, fluorescent DNA replication assay; Potency, µM (highest dose often 114 µM), for the others: top-dose activity change, negative = inhibition, hits mostly inhibitors; 390,000 compounds, 1.2% hits; AID 588591; also: potency is read from the fitted curve at half-maximal effect; % is scaled to controls: 0 for no effect and ±100 for the full control effect
#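 Pol eta (10 nM) was preincubated with compounds for 15 min at room temperature, after which fluorescent replication substrate (50 nM final) was added to start the reaction. Fluorescence was read kinetically at 0 and 10 min.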
# RXFP1 antag = blocks the human relaxin receptor RXFP1; HEK293-RXFP1, relaxin-stimulated cAMP HTRF, 30 min; active compounds read low; Q9HBX9; 350,000 compounds, 0.59% hits; AID 1259400; activity change, negative = inhibition, % at 57.5 µM;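 active = activity change of -60% or lower, but not beyond a set lower limit; inconclusive = change between -60% and -40%, or beyond the set limit; inactive = change above -40%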; also: % is scaled to controls: 0 for no effect and ±100 for the full control effect
# Target sequence (Q9HBX9 whole entry, looked up): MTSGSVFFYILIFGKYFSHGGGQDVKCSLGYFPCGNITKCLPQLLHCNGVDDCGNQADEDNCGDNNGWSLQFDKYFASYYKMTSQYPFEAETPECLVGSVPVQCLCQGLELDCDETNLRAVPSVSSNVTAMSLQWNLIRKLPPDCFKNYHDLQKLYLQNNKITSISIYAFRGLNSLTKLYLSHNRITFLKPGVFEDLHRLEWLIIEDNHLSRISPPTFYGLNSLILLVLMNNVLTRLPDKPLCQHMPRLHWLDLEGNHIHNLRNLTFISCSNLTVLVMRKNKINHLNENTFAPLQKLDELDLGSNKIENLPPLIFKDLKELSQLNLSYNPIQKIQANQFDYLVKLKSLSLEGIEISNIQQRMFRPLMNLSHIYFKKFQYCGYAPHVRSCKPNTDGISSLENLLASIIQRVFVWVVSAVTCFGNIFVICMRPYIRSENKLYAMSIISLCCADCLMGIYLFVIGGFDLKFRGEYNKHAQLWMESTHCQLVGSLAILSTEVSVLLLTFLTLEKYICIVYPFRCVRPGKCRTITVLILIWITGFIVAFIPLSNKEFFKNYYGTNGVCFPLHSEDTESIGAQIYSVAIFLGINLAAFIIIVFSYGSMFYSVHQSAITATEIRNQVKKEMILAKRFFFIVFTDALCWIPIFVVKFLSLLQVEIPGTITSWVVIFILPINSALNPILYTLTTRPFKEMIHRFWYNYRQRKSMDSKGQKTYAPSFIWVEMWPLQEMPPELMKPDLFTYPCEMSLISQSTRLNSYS
# Anesthetic bind = binds horse apoferritin like a general anesthetic | P02791 | apoferritin/1-aminoanthracene competitive binding, fluorescence | Potency, µM (top dose mostly 77.5 µM), inactives show at the highest dose activity change, negative = displacement, actives largely listed as inhibitors | 350,000 compounds, 0.074% hits; also: potency is read from the fitted curve at half-maximal effect; % is scaled to controls: 0 for no effect and ±100 for the full control effect; nearly all actives have a fitted effect of over 20% in size
#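 Probe: 1-aminoanthracene (50% saturated, PBS). Protein: horse-spleen apoferritin, 10 uM. Incubation: 10 min, room temperature. Detection: 380 nm excitation, 535 nm emission. Analysis: normalized response, four-parameter Hill.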
# Tb PGK inh = blocks T. brucei phosphoglycerate kinase; PGK/GAPDH coupled, Kinase-Glo luminescence, 60 min; Potency, µM (highest dose often 57.5 µM), without a hit: at the top dose activity change, negative = inhibition, most hits filed as inhibitors; P07378; 380,000 compounds, 0.043% hits; also: potency is read from the fitted curve at half-maximal effect; % is scaled to controls: 0 for no effect and ±100 for the full control effect; nearly all actives have a fitted effect of over 60% in size
#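 Recombinant glycosomal PGK reaction used 1,3-bisphosphoglycerate generated in-well by GAPDH (100nM final) in 100mM TEA pH 7.6, 5mM MgCl2, 0.01% Tween-20. After 60 minutes at room temperature, ATP was read by Kinase-Glo Plus luminescence end-point.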
# POLK inh = blocks human DNA polymerase kappa activity | purified Pol kappa, fluorescent DNA synthesis assay, 10 min | AID 588579 | 400,000 compounds, 0.53% hits | Potency, µM (top dose mostly 107 µM), for the others: top-dose activity, negative = inhibition, most hits filed as inhibitors | Q9UBT6; also: potency is read from the fitted curve at half-maximal effect; % is scaled to controls: 0 for no effect and ±100 for the full control effect
#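 Inhibition of 10 nM Pol kappa is measured by a fluorescent read-out at 0 and 10 min following addition of 50 nM substrate (final), with a 15-min room-temperature compound preincubation.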
# * hit, by the source's call; i = inactive; u = inconclusive; x = not tested or not shown; & = joins results of further samples; [ ] = dose if it differs, or a comment. Unless noted, calls follow the shape of the dose curve; as a rule, active = well fitted curve in the direction sought with a large enough effect; inconclusive = small, poorly fitted or top-dose-only effect, or another doubt; inactive = no such curve, though single readings can be large; an effect the other way counts as inactive or inconclusive. These rows are one share of the data, so the mix of outcomes need not match the whole.
# Order of values: POLB inh | APE1 inh | POLI inh | BLM inh | POLH inh | RXFP1 antag | Anesthetic bind | Tb PGK inh | POLK inh
> O=C1OC(/C=C/c2ccccc2)=NC/1=C/c1ccco1
  -27% | 1% | u | -9% | -10% | -4 | 2% | -8% | -28%
> COc1ccccc1C(=O)Nc1ccc(C2=NNC(=O)CC2C)cc1 (stereo not drawn)
  25% | u | 25% | -12% | 2% | 6 | -14% | 0% | 0%
> COc1cccc(NC(=O)c2sc3ncn(CC(=O)N4CCN(c5ccccn5)CC4)c(=O)c3c2C)c1
  3% | 26% | 43%[activator] | -5% | -14% | -22 | -5% | 4% | 2%
> COc1cc2cc(CN(Cc3cccnc3)C(=O)NCc3ccccc3)c(=O)[nH]c2cc1OC
  0% | 4% | 2% | 2% | 0% | 1 | -1% | -9% | -12%
> Oc1[nH]c2ccccc2c1N=Nc1c(F)c(F)c(Cl)c(F)c1F
  20% | 20% | -6% | -3% | -11% | 12 | -5% | x | 1%
> CC1=NN(C(=O)c2ccc(Cn3cc([N+](=O)[O-])cn3)cc2)C(O)(C(F)(F)F)C1 (stereo not drawn)
  3% | 3% | 12% | 0% | -14% | 10 | -12% | -7% | -12%
> Cn1c(Cl)cnc1C1CC(=O)c2cc(Cl)ccc2O1 (stereo not drawn)
  1% | -1% | 18% | 0% | -14% | -26 | -7% | i | -25%
> COc1ccc(/C=C/C(=O)OCC(=O)NCc2ccco2)cc1OC
  40µM* | u | 22µM* | -20% | 50µM* | -8 | -9% | -14% | u
> Cc1ccc(N(C(=O)c2csnn2)C(C(=O)NC2CCCCC2)c2ccncc2)c(C)c1 (stereo not drawn)
  -27% | 24%[12.4 µM] | 39%[activator] | 2% | -19% | -3 | -10% | -1% | 6%
> CC1CCCCC1NC(=O)COC(=O)COc1ccccc1Cl (stereo not drawn)
  11% | -4% | 110%[activator] | 0% | -20% | -9 | u | i | -6%
> Cc1nonc1NC(=O)c1ccccc1Br
  9% | 1% | -23% | 0% | -6% | -16 | -15% | x | 0%
> COc1cccc(CN2CCN(Cc3nc(-c4cccs4)oc3C)CC2CCO)c1 (stereo not drawn)
  37% | 16% | -10% | -9% | 6% | 23 | -6% | 1% | -1%
> C#CCONC(=O)c1cc(OCC(F)(F)F)ccc1OCC(F)(F)F
  13% | -1% | 33%[activator] | 0% | -16% | -5 | -9% | -8% | 4%
> CC(C)(C)c1ccc(C(=O)NC(=O)COC(=O)c2ccco2)cc1
  x | 11% | 48%[activator] | x | -21% | -12 | x | 0% | 0%
> Cc1ccc(OCC(=O)Nc2sc3c(c2C#N)CCC3)cc1C
  u | -5% | u | -3% | 13% | 4 | -17% | -5% | -12%
> CCOc1ccc(N2C(=O)Nc3ccccc3C2(O)C(=O)NCc2ccc(OC)cc2)cc1 (stereo not drawn)
  -1% | -12% | 154%[activator] | -6% | -20% | -21 | -4% | 0% | -5%
> O=C(c1ccc(F)cc1)N1CCN(Cc2ccccc2)CC1
  0% | 33% | 39%[activator] | -1% | -2% | 4 | -2% | -1% | -23%
> COc1ccc(CNC(=O)CN(c2cc(C)cc(C)c2)S(=O)(=O)c2c(C)[nH]c(=O)[nH]c2=O)cc1
  -15%&-22% | -4% | -1%&31% | 0%&3% | 12%&-16% | -5&-1 | -5%&-2% | -1%&-11% | -11%&-3%
> Cc1cccc(N(CC(=O)NC2CCCC2)C(=O)CS(=O)CC(=O)Nc2ccc3c(c2)OCO3)c1C (stereo not drawn)
  -9% | 1% | 19% | 0% | -12% | -3 | -13% | -9% | -4%
> CCN(CC(=O)Nc1ccc(OC)cc1)CC(=O)Nc1ccc(Cl)cc1F
  14% | 14% | 186%[activator] | -9% | -15% | -17 | -9% | -2% | 1%
> CC1Cc2ccccc2N1C(=O)CSc1nnc2c(n1)[nH]c1ccccc12 (stereo not drawn)
  -2% | 0% | -1% | -3% | 5% | -1 | u | -10% | 0%
> COc1ccc(C(=O)NC(=S)NNC(=O)[C@H]2C[C@@H]2c2ccccc2)cc1OC
  12% | -4% | 38%[activator] | -8% | -1% | -1 | -11% | 3% | -22%
> Cc1ccc(Nc2c(-c3ccccn3)nc3ccc(Br)cn23)cc1
  0% | x | 26% | 3% | -19% | -13 | 5% | -8% | 2%
> CCN(CCNC(=O)Cn1c(=O)sc2ccccc21)c1ccccc1
  -1% | u | 21% | 3% | -16% | x | -11% | -8% | -2%
> COc1ccc(-c2oc(=O)n(C)c2-c2ccc(OC)cc2)cc1
  5% | -11% | -17% | -11% | -2% | 0 | -12% | 5% | -5%
> Cc1ccccc1C(=O)O/N=C(\c1ccccc1)c1ccccn1
  3% | 1% | 4% | -5% | -12% | -12 | -5% | 0% | -4%
> Cc1cccc(CSCCNC(=O)c2ccc(CN3CCOCC3)cc2)c1
  -11% | 0% | -12% | 0% | -18% | 9 | 3% | -9% | -6%
> COc1ccc(NC(=O)c2c(C)oc3c2CCCC3)cc1
  -1% | -1% | 24% | -3% | -10% | -14 | u | x | 1%
> Cc1ccc(C(CNS(=O)(=O)c2ccc(Cl)cc2)N2CCN(C)CC2)cc1 (stereo not drawn)
  x | 4% | 25% | x | -20% | -11 | x | i | -3%
> Cc1ccccc1OCCSc1nc2ccc(NC(=O)c3ccccc3)cc2s1
  -1% | x | 18% | -9% | -22% | x | 118%[activator] | 3% | -11%

# The list goes on, starting with the last three of the part before.
SMILES | POLB inh | APE1 inh | POLI inh | BLM inh | POLH inh | RXFP1 antag | Anesthetic bind | Tb PGK inh | POLK inh
COc1ccc(NC(=O)c2c(C)oc3c2CCCC3)cc1 | -1% | -1% | 24% | -3% | -10% | -14 | u | x | 1%
Cc1ccc(C(CNS(=O)(=O)c2ccc(Cl)cc2)N2CCN(C)CC2)cc1 (stereo not drawn) | x | 4% | 25% | x | -20% | -11 | x | i | -3%
Cc1ccccc1OCCSc1nc2ccc(NC(=O)c3ccccc3)cc2s1 | -1% | x | 18% | -9% | -22% | x | 118%[activator] | 3% | -11%
O=C(COC(=O)CSc1cccc2cccc(Cl)c12)Nc1ncc(C(F)(F)F)cc1Cl | u | -1% | u | -22% | u | x | u | -7% | u
CC(=O)c1ccc(S(=O)(=O)N(C)CC(=O)Nc2cc(C)on2)cc1 | x | 10% | u | x | u | 2 | x | -11% | -31%
CCN(CC)c1cc(C)c2ccccc2n1 | -1% | 0% | 13% | -11% | u | 3 | -3% | -5% | -12%
Cn1ncc(Br)c1C(=O)Nc1cccc(C(F)(F)F)c1 | 5% | -2% | 16% | -4% | -22% | -5 | 0% | i | -7%
CCCc1nnc(NC(=O)c2oc3ccccc3c2COCC)s1 | x | 20% | 40%[activator] | x | -21% | 18 | x | -1% | 7%
COc1ccccc1NS(=O)(=O)c1cc(N/C(=N\S(=O)(=O)c2ccccc2)c2ccc(F)cc2)ccc1Cl | -14% | 3% | 3% | -5% | -10% | -11 | -11% | 5% | -11%
CCOc1ccc(Oc2ccc(NS(=O)(=O)c3cc(C(=O)O)ccc3Cl)cc2)cc1 | x | -1% | 4% | x | -11% | -14 | x | -11% | -6%
O=C(O)CN1C(=O)/C(=C\c2cc([N+](=O)[O-])ccc2OCc2ccccc2Cl)SC1=S | 40µM* | u | 28µM* | -14% | 22µM* | -30 | 0% | -15% | u
Cc1nn(CCC(=O)N2CCN(S(=O)(=O)c3ccccc3)CC2)c(C)c1C | 7% | 63%[activator] | 82%[activator] | 0% | -22% | -3 | 6% | -9% | -8%
CC(=O)c1ccc(N2CCN(CC(=O)Nc3ccccc3N3CCOCC3)CC2)cc1 | 4% | 0% | 136%[activator] | -1% | -21% | 9 | -10% | -10% | 2%

# Ordered by the number under BLM inh (falling): some entries from above.
mol	BLM inh
Cc1ccc(N(C(=O)c2csnn2)C(C(=O)NC2CCCCC2)c2ccncc2)c(C)c1 (stereo not drawn)	2%
CCN(CC)c1cc(C)c2ccccc2n1	-11%
COc1ccccc1C(=O)Nc1ccc(C2=NNC(=O)CC2C)cc1 (stereo not drawn)	-12%

# Continuation.
SMILES | POLB inh | APE1 inh | POLI inh | BLM inh | POLH inh | RXFP1 antag | Anesthetic bind | Tb PGK inh | POLK inh
Cc1cc2ccccc2n1CCNC(=O)c1cc(C(F)(F)F)cc(C(F)(F)F)c1 | 12% | x | 6% | -2% | -14% | x | -10% | -1% | -8%
Cc1cc2c(C)cc(=O)oc2c2c1NCCC2 | -1% | 4% | 5% | 2% | -7% | -8 | x | -7% | -3%
COc1ccc2cc(CNc3ccccc3)c(=O)n(CC(=O)Nc3ccc(C)cc3C)c2c1 | 1% | x | -9% | -2% | -5% | -3 | -1% | 2% | 3%
Cc1c(/C=C2\SC(=Nc3cccc(C(=O)O)c3)NC2=O)c2ccccc2n1C | u | 8% | u | -10% | 79µM* | 13 | -4% | -11% | -37%
COCCCNc1nc(N)c([N+](=O)[O-])c(NCc2ccccc2)n1 | 2% | 46%[activator] | 10% | -1% | -21% | 11 | -22% | -2% | -1%[60.1 µM]
CCO[C@H]1OC(C(=O)N2CCN(Cc3ccc4c(c3)OCO4)CC2)=C[C@@H](c2ccc3c(c2)OCO3)[C@@H]1CCCO | 1% | -4% | -22% | -9% | -6% | x | -10% | -2% | 14%
CC(=O)C[C@H](O)CC(=O)[C@H]1OC(=O)[C@@H](C)CCCCc2ccccc21 | x | -1% | 30%[activator] | x | -15% | x | x | 8% | 2%
